# S1P4 ag: S1P4 receptor agonists, primary screen, cell-based. activation, % at 4.98 µM. 0.35% of 220,000 active. AID 1509, 2009. Sphingosine 1-phosphate receptor 4 (Homo sapiens), O95977. S1P4-expressing cell line, agonist reporter assay; in the data active = activation above about 11%;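 note: 0% = DMSO vehicle and 100% = reference agonist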
# Wee1 stabilizer: Wee1 degradation inhibitors, primary screen, cell-based, HeLa, Wee1K328M-luciferase, luminescence; HeLa Luc-Wee1K328M stability; 100% = proteasome inhibitor MG132 effect; reporter increase, % at 5 µM; 1.2% of 220,000 active;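 active = activation above the mean of all tested compounds plus 3 SD, set per screening run, cut at about 8.8% in these data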;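 note: cells exposed to compound for 20 h before luminescence read; 0% = DMSO alone and 100% = MG132 at 30 µM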
# Target sequence (P30291 whole entry K328M): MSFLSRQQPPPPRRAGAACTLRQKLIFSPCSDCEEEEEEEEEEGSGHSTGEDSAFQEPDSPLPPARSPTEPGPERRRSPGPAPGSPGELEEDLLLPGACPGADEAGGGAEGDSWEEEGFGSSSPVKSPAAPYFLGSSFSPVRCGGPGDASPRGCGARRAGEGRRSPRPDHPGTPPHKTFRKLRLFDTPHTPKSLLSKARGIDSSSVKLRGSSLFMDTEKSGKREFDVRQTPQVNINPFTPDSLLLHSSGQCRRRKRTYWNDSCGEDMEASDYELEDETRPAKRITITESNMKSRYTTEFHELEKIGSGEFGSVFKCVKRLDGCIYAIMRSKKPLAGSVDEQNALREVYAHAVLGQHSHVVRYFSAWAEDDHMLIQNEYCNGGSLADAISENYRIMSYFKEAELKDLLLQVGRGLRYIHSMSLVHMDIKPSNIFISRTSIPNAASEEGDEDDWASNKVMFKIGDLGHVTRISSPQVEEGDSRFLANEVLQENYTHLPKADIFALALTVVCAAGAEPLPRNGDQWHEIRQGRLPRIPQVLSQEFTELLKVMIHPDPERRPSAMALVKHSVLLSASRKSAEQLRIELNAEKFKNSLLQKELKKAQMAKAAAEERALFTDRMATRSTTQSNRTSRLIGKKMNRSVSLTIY
# PERK inhibitor: block of dimerizer-induced PERK translation repression, primary screen, PERK inhibitor project, CHO PERK-DD cells, SEAP luminescence, HTS; 0.17% of 220,000 active; CHO PERK-DD fusion, SEAP luminescence translation reporter; Eukaryotic translation initiation factor 2-alpha kinase 3 (Homo sapiens), Q9NZJ5; inhibition, % at 5.6 µM; AID 1416, 2008;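 active = inhibition above the mean inhibition of all tested compounds plus 3 SD, set separately per screening campaign, cut at about 2.9% in these data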;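 note: PERK kinase domain activated by AP20187 dimerizer at 100 nM; 0% = DMSO with dimerizer and 100% = rapamycin at 8.4 µM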
# NPY2 pot ag: NPY-Y2 potentiators or agonists, primary screen, cell-based; Neuropeptide Y receptor type 2 (Homo sapiens), P49146; cells expressing NPY-Y2, potentiator/agonist read-out; activation, % at 3.6 µM; 0.45% of 220,000 active; AID 1359, 2008; in the data active = activation above about 27%;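 note: cells stimulated with NPY near EC25 plus isoproterenol at EC100; 0% = vehicle plus submaximal agonist and 100% = vehicle plus saturating agonist; some results beyond the cut were filed as inactive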
# Target sequence (P49146 whole entry, looked up): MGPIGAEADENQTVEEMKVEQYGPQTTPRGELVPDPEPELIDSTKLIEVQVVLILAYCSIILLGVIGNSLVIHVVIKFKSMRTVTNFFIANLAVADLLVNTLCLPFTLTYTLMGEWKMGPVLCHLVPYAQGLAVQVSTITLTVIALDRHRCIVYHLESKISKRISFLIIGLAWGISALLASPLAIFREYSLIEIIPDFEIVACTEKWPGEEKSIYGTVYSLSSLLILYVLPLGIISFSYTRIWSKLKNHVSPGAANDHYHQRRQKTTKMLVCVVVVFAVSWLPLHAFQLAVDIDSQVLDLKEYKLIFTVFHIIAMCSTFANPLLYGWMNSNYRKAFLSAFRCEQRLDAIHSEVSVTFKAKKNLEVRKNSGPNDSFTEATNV
# S1P4 antag: S1P4 receptor antagonists, primary screen, cell-based; S1P4-expressing cells, antagonist mode, reporter read-out; Sphingosine 1-phosphate receptor 4 (Homo sapiens), O95977; 0.26% of 220,000 active; inhibition, % at 4.98 µM; in the data active = inhibition above about 29%;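 note: 0% = wells stimulated with agonist and 100% = vehicle wells without agonist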
# eIF4E 4G PPI: eIF4E–eIF4G protein interaction inhibitors, primary screen, biochemical, uHTS, TR-FRET, eIF4GI fragment | 0.37% of 220,000 active | TR-FRET eIF4E-eIF4GI(517-606) binding, 2 h | inhibition, % at 21.7 µM | AID 782, 2007;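 active = inhibition above about 30%, limit read from the data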;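 note: 0% = full FRET control wells and 100% = background wells lacking eIF4GI fragment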
# BaF3 tox: parental Ba/F3 cell viability inhibition, counter-screen for JAK2V617F inhibitor project, murine pro-B, CellTiter-Glo luminescence; CellTiter-Glo ATP luminescence; inhibition, % at 5.6 µM; 1.1% of 220,000 active; AID 1486, 2009;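 active = inhibition above a per-campaign cutoff, the mean inhibition of all tested compounds plus 3 SD, cut at about 27% in these data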;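 note: 0% = DMSO wells and 100% = JAK Inhibitor I control wells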
# MDM2 E3 inh: MDM2-luciferase reporter signal enhancers, primary screen, MDM2 E3 ligase inhibitor project, cell-based, luminescence, 1536-well; 0.11% of 210,000 active; E3 ubiquitin-protein ligase Mdm2 (Homo sapiens), Q00987; cell-based MDM2 ubiquitination luciferase reporter, 2 h; 0 = plate control, 100 = twice control, blank-subtracted; signal enhancement, % at 5 µM;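 active = signal enhancement of 30% or more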;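 note: luminescence tracks abundance of the self-degrading MDM2-luciferase fusion protein; higher signal means inhibition of MDM2 E3 ligase activity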
#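 Timing – 2 h compound exposure at 37 °C · Assay system – mammalian cells stably expressing self-ubiquitinating, self-degrading MDM2 E3–luciferase fusion · Amount – 2000 cells seeded into each well · Measure – % luminescence enhancement versus blank-corrected plate control mean · Measured by – SteadyLite luminescence, 15 min reagent step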
# Ba/F3 V617F tox: reduced viability of JAK2V617F-dependent Ba/F3 cells, primary screen, JAK2V617F inhibitor project, cell-based, Ba/F3 EpoR-JAK2V617F, luminescence; ATP luminescence; inhibition, % at 5.6 µM; 1.1% of 220,000 active;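 active = inhibition above the campaign mean plus 3 SD over all tested compounds, cut at about 24% in these data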;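 note: cytokine-independent growth of Ba/F3 cells driven by EpoR plus mutant JAK2; 0% = DMSO-treated cells and 100% = JAK inhibitor I control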
# An asterisk follows results filed as active; / = not tested or not shown; [ ] = dose if it differs, or a comment.
1. COc1cc(C(=O)OCCNC(=O)c2ccncc2)cc(OC)c1OC
2. CCN1C(=O)CC(N2CCC(C(=O)OC)CC2)C1=O (centres undefined)
3. CCOC(=O)c1c(C)[nH]c(C(=O)COC(=O)/C=C/c2ccc(OC(F)F)cc2)c1C
4. COc1cc(NC(=O)CN2C(=O)CN(C)C2=O)c(C)cc1[N+](=O)[O-]
5. Cc1cccc(NCC(=O)N/N=C/c2cccc(Br)c2)c1
6. Cn1c(=O)cc(OCCCC(=O)Nc2ccc3c(c2)OCCO3)c2ccccc21
7. Cc1cc(C)cc(-n2c(C)cc(C=C(C#N)C#N)c2C)c1
8. O=C(N/N=C/c1cc(Cl)ccc1O)c1ccncc1
9. CC(C)CCNC(=O)c1ccc(C2SCC(=O)N2Cc2ccco2)cc1 (centres undefined)
10. Cc1ccc(N(CC(=O)NCCc2ccc(F)cc2)S(=O)(=O)c2ccc(Cl)c([N+](=O)[O-])c2)c(C)c1
Screen / compound no.,1,2,3,4,5,6,7,8,9,10
S1P4 ag,0.2,1.9,0.4,0.0,-0.6,-0.3,0.0,1.7,-0.1,5.8
Wee1 stabilizer,1,0,0,2,0,1,0,-2,2,-1
PERK inhibitor,-0.2,-0.2,0.7,1.6,1.7,0.7,1.9,1.6,-0.1,0.2
NPY2 pot ag,-4,-7,-11,8,7,16,-11,-3,19,39*
S1P4 antag,-26,-4,-2,-1,17,-13,-8,5,8,2
eIF4E 4G PPI,3,5,11,1,1,0,-3,5,-3[fluorescence artefact?],3
BaF3 tox,0,1,65*,0,-1,2,2,2,1,5
MDM2 E3 inh,-6,2,1,-8,-8,1,1,-2,4,-10
Ba/F3 V617F tox,-4,-1,9,-2,-3,-1,-1,2,-3,0

11. Cc1ccc(NCC(=O)N=Nc2c(O)n(C)c3ccccc23)cc1
12. CC1=C(C(N)=O)C(c2cccs2)NC(=S)N1 (centres undefined)
13. CC(=O)c1c(C)[nH]c(C(=O)NCc2ccc(C)cc2)c1C
14. Cc1cc(C(=O)NNC(=S)Nc2ccccc2)nn1C
15. CCC(=O)Nc1cccc(-n2nnnc2SCC(=O)N2CCCCC2)c1
16. O=C(NCc1cccnc1)c1ccc(S(=O)(=O)N2CCOCC2)cc1
17. CCOc1ccc(NC(=S)Nc2cccnc2)cc1
18. O=C(O)CCCN1C(=O)NC2NC(=O)NC21 (centres undefined)
19. Cc1ccc(-c2nn(-c3cccc(F)c3)cc2CNCCc2ccncc2)o1
20. COc1cc(Br)c(C2C(C#N)=C(N)Oc3n[nH]c(-c4cccnc4)c32)cc1OC (centres undefined)
Screen / compound no.,11,12,13,14,15,16,17,18,19,20
S1P4 ag,0.3,-1.1,-1.6,3.0,-0.1,0.9,-0.8,1.3,1.8,0.2
Wee1 stabilizer,2,1,-2,6,-1,-1,-1,-3,-1,2
PERK inhibitor,1.3,1.4,-1.0,-0.2,0.4,1.1,0.0,1.2,1.2,0.2
NPY2 pot ag,-14,-21,16,4,-10,4,9,-4,-20,-7
S1P4 antag,1,6,-4,1,2,8,-5,-12,-6,9
eIF4E 4G PPI,-1,0,0,0,0,-1,3,2,-4,0
BaF3 tox,3,10,3,2,5,-1,1,5,43*,1
MDM2 E3 inh,5,-2,-3,-6,-11,11,-20,-15,-8,-22
Ba/F3 V617F tox,2,1,0,-2,-1,-2,-5,0,-3,-2

21. c1ccc(CSc2ncnc3c2sc2nc(N4CCOCC4)c4c(c23)CCCC4)cc1
22. O=C(ON=C1CCN(S(=O)(=O)c2ccccc2)CC1)c1ccccc1
23. COc1ccc(OC)c(C(=O)CSc2nnc(Cc3cccs3)n2C)c1
24. COc1ccc(N(CC(=O)O)S(=O)(=O)c2c(C)n[nH]c2C)cc1
25. COc1ccc(CCN2C(=O)CS/C2=N\NC(=O)c2ccc(C(C)(C)C)cc2)cc1OC
26. NS(=O)(=O)c1ccc(CCNC(=O)CNS(=O)(=O)c2cccc(Br)c2)cc1
27. Cc1c(C(=O)OCC(=O)c2ccc3c(c2)OCCO3)oc2ccccc12
28. COc1ccc(C(=O)O/N=C(\C)c2nccs2)cc1
29. CCOc1ccc(C2=Nn3cnnc3SC2)cc1
30. CC(=O)N1c2ccccc2NC2=C(C(=O)CCC2)C1c1cccnc1 (centres undefined)
Screen / compound no.,21,22,23,24,25,26,27,28,29,30
S1P4 ag,-0.1,-0.2,-0.9,-2.0,-1.1,-1.5,1.9,0.5,-0.6,-0.2
Wee1 stabilizer,0,-1,2,0,2,-3,1,5,1,0
PERK inhibitor,0.9,1.2,-0.4,1.5,-0.6,0.8,-0.2,-0.5,1.7,0.0
NPY2 pot ag,12,-12,16,-9,8,14,-37,5,4,-8
S1P4 antag,5,4,-7,6,-9,-6,-5,-4,-4,-5
eIF4E 4G PPI,-21[fluorescence artefact?],-1,10,/,-5,-2,-10,1,-1,0
BaF3 tox,1,4,8,3,4,2,5,2,2,9
MDM2 E3 inh,-7,-15,4,-15,-7,6,-10,0,-9,-5
Ba/F3 V617F tox,-6,-4,1,0,-2,-1,1,-1,0,-3

31. CC(C)Cn1c(-c2ccc(Cl)cc2)cnc1SCC(=O)N1CCOCC1
32. O=C(Nc1ccccc1)c1cc(S(=O)(=O)N2CCSCC2)ccc1Cl
33. COc1ccc(CCNC(C)=O)cc1
34. COc1cc2c(C#N)c(N3CCN(C)CC3)nc(N)c2c(N)n1
35. Cc1ccc(S(=O)(=O)/C(=C\N(C)C)c2cnc(Cl)s2)cc1
36. O=C(NCCOC(=O)c1ccc(C(=O)OCCNC(=O)c2cccnc2)s1)c1cccnc1
37. COc1ccc(NS(=O)(=O)c2cc(C)ccc2OC)cc1OC
38. CC12CCC(=O)N1c1c(sc3nc(N4CCOCC4)c4c(c13)CCCC4)C(=O)N2 (centres undefined)
39. CCCOc1ccc(S(=O)(=O)N2C(=O)CC(=O)N(Cc3ccc(OCC)cc3)C2=O)cc1
40. O=C(c1ccc(CN2CCOCC2)cc1)N1CCN(Cc2ccccc2)CC1
Screen / compound no.,31,32,33,34,35,36,37,38,39,40
S1P4 ag,0.3,0.6,1.7,-1.0,-1.2,-0.6,0.5,0.4,2.0,-0.3
Wee1 stabilizer,0,-2,0,-1,0,-1,-1,0,2,-3
PERK inhibitor,0.3,-0.5,0.6,-0.2,0.7,-0.1,0.3,-0.4,0.4,0.3
NPY2 pot ag,-2,-6,-3,5,-3,-9,-5,1,4,11
S1P4 antag,-3,-16,7,7,-4,7,-33,9,7,-10
eIF4E 4G PPI,3,-1[fluorescence artefact?],0,-8,4,-5,5,/,1,-13[fluorescence artefact?]
BaF3 tox,3,1,5,6,6,5,2,4,-1,-2
MDM2 E3 inh,-12,-3,-8,-6,-8,-6,-5,10,-8,-33
Ba/F3 V617F tox,0,-2,1,-1,0,1,-1,2,1,3

# Single records (already shown). Values in the order: S1P4 ag	Wee1 stabilizer	PERK inhibitor	NPY2 pot ag	S1P4 antag	eIF4E 4G PPI	BaF3 tox	MDM2 E3 inh	Ba/F3 V617F tox
# COc1ccc(CCNC(C)=O)cc1 is listed with 1.7	0	0.6	-3	7	0	5	-8	1
# CC(C)Cn1c(-c2ccc(Cl)cc2)cnc1SCC(=O)N1CCOCC1 is listed with 0.3	0	0.3	-2	-3	3	3	-12	0

# The list goes on.
41. COC(=O)C1CCN(c2ccc(C(N)=O)cc2[N+](=O)[O-])CC1
42. CCOC(=O)c1ccc(-c2c(C(=O)OCC)oc3cc(O)c(CC)cc3c2=O)o1
43. O=C(C1CCN(C2CCN(Cc3ccc4c(c3)CCO4)CC2)CC1)N1CCCC1
44. COc1ccc(NC(=O)N2CCCC(c3nc(-c4ccc(C(C)C)cc4)no3)C2)cc1 (centres undefined)
45. N#Cc1cc(-c2ccccc2)nc(Oc2ccccc2)n1
46. CC1CC(N(C(=O)c2ccccc2Cl)c2ccccc2)c2ccccc2N1 (centres undefined)
47. Cc1ccc(CSCC(=O)Nc2ccc(F)cc2)cc1
48. Cc1ccc(C)n1-c1ncc(Br)cn1
49. COc1ccc(OC)c(C(=O)c2ccc(Cl)cc2)c1
50. CC(C)N1C(=O)CC(Nc2ccc(N3CCOCC3)cc2)C1=O (centres undefined)
Screen / compound no.,41,42,43,44,45,46,47,48,49,50
S1P4 ag,0.7,-0.5,0.5,-2.4,1.2,-2.4,-1.9,-0.7,0.1,0.1
Wee1 stabilizer,1,-1,4,-3,2,-2,-2,1,1,0
PERK inhibitor,0.7,0.3,0.7,-0.9,1.5,0.7,0.5,2.1,1.7,-1.8
NPY2 pot ag,-2,-10,-10,-13,-8,-13,9,12,-11,-1
S1P4 antag,-7,-6,-11,-2,5,-17,-9,-3,5,-2
eIF4E 4G PPI,3,2[fluorescence artefact?],-1,7,-1,1,-1,-3,1,-1
BaF3 tox,3,2,7,8,9,1,1,-2,2,8
MDM2 E3 inh,-11,/,0,-5,-4,-5,-9,-9,-10,-16
Ba/F3 V617F tox,0,2,-2,-1,-2,2,-1,-2,-3,1

51. Nc1nonc1-c1nc2ccccc2n1CC(=O)N1CCCCC1
52. Cc1c(N=C2N=C(NC(=O)c3cccs3)c3ccccc32)c(=O)n(-c2ccccc2)n1C
53. Cc1cc(C(F)F)n2nc(C(=O)Nc3ccc(S(=O)(=O)N4CCCCCC4)cc3)nc2n1
54. Cc1ccc(CN2CCNC(=O)C2CC(=O)N2CCN(c3ncccn3)CC2)o1 (centres undefined)
55. O=C(NCC(=O)N(Cc1cccs1)C(C(=O)NC1CCCCC1)c1ccco1)c1cccs1 (centres undefined)
56. O=C(CSc1nnc(-c2ccco2)n1Cc1ccccc1)NCc1ccccc1
57. Cc1cc(-c2nc(C)c(C(=O)NN)s2)no1
58. CCOC(=O)/C(C#N)=C/Nc1ccsc1C(=O)OC
Screen / compound no.,51,52,53,54,55,56,57,58
S1P4 ag,0.7,1.1,-0.8,1.5,0.7,0.0,-0.7,0.9
Wee1 stabilizer,2,-1,0,-2,6,2,3,-1
PERK inhibitor,0.5,0.6,0.5,0.4,-0.9,-1.4,0.8,0.4
NPY2 pot ag,5,-11,4,6,-16,-8,-21,1
S1P4 antag,-13,11,-7,-8,-15,-18,7,-7
eIF4E 4G PPI,0,-7,6[fluorescence artefact?],1,-1[fluorescence artefact?],-1[fluorescence artefact?],3,-4
BaF3 tox,3,7,3,3,2,4,-5,1
MDM2 E3 inh,-11,-25,2,-9,-6,-2,-11,-4
Ba/F3 V617F tox,0,0,-4,0,-1,0,4,-1

# Screens from PubChem.
